# TTR transcr act – increases transthyretin transcription | AID 1117267 | 1.3% of 92,000 active | activation, % at 16.7 µM | SH-SY5Y TTR promoter Gaussia luciferase, luminescence; 100% = recombinant luciferase protein wells;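 active = activation above the mean of all tested compounds plus 3 SD, cut at about 9.5% in these data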;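 note: cells exposed to compounds for one day before reading; 0% = median of all test compound wells on the plate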
# * hit, by the source's call. Only part of the results is shown; count on the stated rates, not on these rows.
TTR transcr act	SMILES
2.6	O=C(NCCN1CCOCC1)c1cc(-c2ccc(Br)cc2)on1
-1.6	CCc1nc2sc3ccccc3c(=O)c2c(=O)n1CCOC
0.6	Cc1ccccc1CN1CCCCC(NC(=O)c2ccccc2C(F)(F)F)C1=O (configuration not stated)
2.6	O=C(NCc1ccc(OC(F)(F)F)cc1)c1cccc2c1C(=O)c1ccc(N3CCCCC3)cc1S2(=O)=O
3.1	CCCCCc1cc(=O)c2ccccc2o1
-0.3	CCC(C)NC(=O)C1CCN(c2nc(C)cc(C)n2)CC1 (configuration not stated)
-3.6	COc1ccc(C(=O)N2N=C(c3cccc(OC)c3)CC2(O)C(F)(F)F)cc1 (configuration not stated)
-1.5	Clc1cc(-c2ccccc2)nc(-c2ccccc2)n1
1.5	O=C(COc1ccc2c(c1)OCO2)Nc1nccs1
0.6	Cc1onc(-c2ccccc2)c1C(=O)NCC1CCN(C(=O)c2c(-c3ccccc3)noc2C)CC1
-0.5	O=c1c2ccccc2n2c(-c3ccc(C(F)(F)F)cc3)nnc2n1Cc1ccccc1
-1.0	CC(C)(C)NC(=O)N1CCCC(C(=O)c2cccc(Cl)c2)C1 (configuration not stated)
-0.8	O=C(Nc1ccsc1C(=O)N1CCCC1)c1ccccc1
-0.3	COc1c(C)cc(C(=O)C2CCCN(C(=O)c3cc(C4CC4)[nH]n3)C2)cc1C (configuration not stated)
-0.6	CC1=C(C(=O)N(C)C)CC(CC(=O)NC(c2ccccc2)c2ccccc2)C(=O)N1Cc1ccccc1 (configuration not stated)
2.4	Cc1ccc(CNC(=O)CCc2ccccc2)cc1
0.5	CCc1sc(C(=O)NCCc2ccc(S(N)(=O)=O)cc2)cc1C
-1.8	CCOC(=O)C1(CCCc2ccccc2)CCN(Cc2ccn[nH]2)CC1
0.3	CCOc1ccc(/C=N/NC(=O)C(C)N(c2ccc(OC)cc2)S(C)(=O)=O)cc1OCC (configuration not stated)
-0.5	CSc1ncccc1C(=O)OCC(=O)Nc1ccc(N2CCOCC2)cc1
10*	Cc1ccc(S(=O)(=O)NC[C@@H]2C[C@H](c3ccccc3)ON2S(=O)(=O)c2ccc(C)cc2)cc1
-0.5	CCOc1ccccc1OCCOc1ccccc1OC(C)C
0.8	Cn1c(=O)cc(SCC(=O)NCCCN2CCOCC2)c2ccccc21
3.3	CC(O)Cc1nsc(NC(=O)c2cccs2)n1 (configuration not stated)
0.3	O=C(Nc1cnn(Cc2c(Cl)cccc2Cl)c1)c1ccc([N+](=O)[O-])cc1
2.4	Cc1ccc(Cn2cc(/C=C/C(=O)O)c(-c3ccccc3)n2)cc1
3.1	CCN(CC)S(=O)(=O)c1ccc(-c2csc(C)n2)cc1
-3.0	Cn1nnc2cc(NC(=O)Nc3ccccc3F)ccc21
0.3	CCN(CC(=O)Nc1c(F)cccc1F)C(=O)c1cc([N+](=O)[O-])ccc1N1CCCCC1
1.2	C/C(=N\NC(=O)c1c(Cl)cnn1C)c1ccc(NC(=O)c2ccncc2)cc1
-3.6	S=C(Nc1cccc2ccccc12)N1CCN(c2ncccn2)CC1
-0.2	CCCN1C(=O)C(O)(C2COC(C)(C)CC2=O)c2ccccc21 (configuration not stated)
1.4	CCCCNC(=O)C1(C)CCCCN1C(=O)c1c(F)ccc(C)c1F (configuration not stated)
0.4	Cc1ccc(O)c(C(=O)c2cnc3c(c2)CN(C)C(=O)N3)c1
0.0	CSc1nc2c(ccc3ccccc32)o1
-2.6	O=C(NC1CCCCC1)c1ccc2c(c1)S(=O)(=O)c1ccccc1C2=O
-0.1	COc1cc2oc(=O)cc(CN3CCN(c4ccc(Cl)c(Cl)c4)CC3)c2cc1Cl
12*	CCc1ccc2[nH]c(=O)c(CN(Cc3ccco3)C(=S)NCC3CCCO3)cc2c1 (configuration not stated)
0.9	O=C1Nc2ncccc2OC1CCO (configuration not stated)
-0.1	CC(C)CCNC(=O)c1onc(CSc2ccc(F)c(F)c2)c1C(=O)NCCC(C)C
-1.7	Cc1ccc(OCC(=O)N2CCc3ccccc3C2)cc1C
4.0	Cc1ccc(NC(=O)Cn2nnc(C(=O)NCc3cccs3)c2N)cc1
-0.8	O=C1c2nc3cc(-c4ccco4)[nH]n3c(=O)c2CN1C1CCCCC1
-0.7	COc1cccc2cc(C(C)N(CCCN3CCOCC3)C(=S)Nc3cccc(C)c3)oc12 (configuration not stated)
2.0	CC(C)(C)OC(=O)C[C@H]1C/C=C\C[C@@H](CC(=O)N(CCO)Cc2ccccc2)C(=O)N[C@H](Cc2c[nH]c3ccccc23)COC1=O
0.3	CCOc1cc(/C=C2/C(=O)ON=C2C)ccc1OCc1ccccc1F
1.3	CCCCNC(=O)N(C)c1nncnc1C(=O)NC
1.1	CC(=O)Nc1ccc(NC(=O)C(C)OC(=O)C2CCC2)cc1 (configuration not stated)
5.9	O=C(NCCNC(=O)c1ccccn1)c1ccc(Cl)cc1
3.7	Cc1ccc(N=C(NO)c2nonc2N)cc1
0.0	Cc1ccccc1S(=O)(=O)NCc1ccc(N2CCN(C)CC2)cc1
2.6	COc1cc2c(c(OC)c1OC)C(=O)CO2
-4.4	COc1cc(Cl)c(NC2=CC(=O)C(=O)c3ccccc32)c(OC)c1
0.0	Cc1ccc(CC(=O)Nc2ccc([N+](=O)[O-])cc2C)cc1
2.6	COc1ccc(/C=N/N=C2/NC(=O)CC(C(=O)O)S2)cc1 (configuration not stated)
-1.4	Cc1cccc(CN2C[C@]34C=C[C@@H](C[C@@H]3S2(=O)=O)O4)c1

# Remaining list, next part.
TTR transcr act	SMILES
4.0	CCOC(=O)CCNC(=O)Nc1ccc2nc(C)n(Cc3ccc(Cl)cc3)c(=O)c2c1
6.0	COc1ccc(C(=O)N2CCC(C)(C(=O)NS(=O)(=O)C3CC3)C2)cc1F (configuration not stated)
0.7	O=C(COc1ccc(Br)cc1)Nc1ccc(N2CCOCC2)cc1N1CCOCC1
-1.2	Cc1nn(C(C)C(=O)N2CCc3ccccc3C2)c(=O)c2cc3occc3n12 (configuration not stated)
-0.1	CC(C)N(CCc1ccncc1)C(=O)Nc1ccc(Cl)c(Cl)c1
-4.1	Cc1nc(N2CCN(Cc3ccc(Cl)cc3)CC2)c2oc3ccccc3c2n1
-3.5	Cc1ccccc1C(=O)Nc1ccc(Br)c(C)n1
-4.1	C=C[C@@H]1c2c(F)cccc2N(S(=O)(=O)c2ccc(C)cc2)[C@H](c2ccc(OC(C)=O)cc2)C1(C#N)C#N
-8.5	CC(C)N1CCC2(CC1)N=C(c1ccc3c(c1)OCO3)CC(c1cc(Cl)ccc1O)N2 (configuration not stated)
-0.6	CCOc1ccc(NC(=S)N2CCC(NC(=O)C3CCCCC3)CC2)cc1
-0.9	O=C(Nc1nnc(-c2cccnc2)s1)c1cccs1
1.1	Cn1c(CSCCOc2ccccc2)n[nH]c1=S
-1.8	O=C(NC1CC1)C1CCN(C2CCN(C(=O)CCOc3ccccc3)CC2)CC1
-1.0	CCOC(=O)C1(Cc2cccc(Cl)c2)CCCN(C(=O)c2cc(C(C)C)nn2C)C1 (configuration not stated)
7.1	CCN1CCN(CC(O)COCC2COc3ccccc3O2)CC1 (configuration not stated)
-1.7	FC(F)(F)c1ccccc1Cn1ccc2ccc(-c3ccc4ccn(Cc5ccccc5)c4c3)cc21
0.5	Cc1cn(CC(=O)c2ccccc2)c2ccccc12
2.0	NS(=O)(=O)c1ccc(CCNc2cc(=O)n(Cc3ccc(F)cc3)c(=O)[nH]2)cc1
-1.7	COc1ccc2c(c1)OC[C@H]1[C@H]2N2C(=O)CN(Cc3ccco3)C(=O)[C@@]2(C)[C@H]1c1ccccc1
2.6	COc1ccc(Cl)cc1CC=NNC(=O)c1ccncc1
0.0	O=C(NNC(=S)NC(=O)c1cn(-c2ccccc2)nc1-c1ccccc1)c1ccncc1
0.8	N#CCCN(C(=O)COC(=O)CCC(=O)c1cccs1)c1ccccc1
-0.5	CCC(=O)N1CCCc2cc(S(=O)(=O)CCC(=O)Nc3ccccc3C)ccc21
-1.1	O=C(OCc1ccc(Br)cc1F)c1cc2ccccc2oc1=O
1.1	CCOC(=O)N1CCC(NC(=O)CSc2cc(=O)n(CC)c3ccccc23)CC1
7.8	CCCCNC(=O)c1onc(CSc2cccc(C)c2)c1C(=O)O
-0.8	COC(=O)c1ccc(CNC(=O)COC(=O)CCC2CCCC2)cc1
2.1	CC(=O)c1ccc(NC(=O)C(C)OC(=O)C2CC(=O)N(c3ccc4c(c3)OCCO4)C2)cc1 (configuration not stated)
-1.4	CCN(CC)CCn1c(=N)n(CC(O)c2ccc(OC)c(OC)c2)c2ccccc21 (configuration not stated)
-1.1	CCSc1ccc(-c2nn(-c3ccccc3)cc2/C=C(/C#N)C(=O)NCCCOC)cc1
0.4	Cc1ccc(C(OCC(C)(C)C[N+](C)(C)C)c2ccccc2)cc1 (configuration not stated)
-3.1	O=C(c1ccc(Br)cc1)N1CCCc2ccccc21
1.2	CC1=CCC2C(=O)N(Cc3ccccc3)C(=O)C2C1 (configuration not stated)
-1.1	O=C(NCc1ccco1)OC1CCC12CCC(c1ccccc1)CC2 (configuration not stated)
-6.8	COc1ccc(/C=C2\Sc3ccc(C(=O)N4CCN(Cc5ccccc5)CC4)cc3N(C)C2=O)cc1OC
2.6	O=C(O)Cc1cn(Cc2ccc(F)cc2)c2ccccc12
-1.2	O=S(=O)(c1cc(Cl)ccc1Cl)N1CCN(Cc2ccco2)CC1
1.2	CCCC(=O)N1CCCC1(C)C(=O)Nc1ccc2cn[nH]c2c1 (configuration not stated)
0.3	CC(C)CC(=O)N=C1SC2CS(=O)(=O)CC2N1Cc1ccccc1 (configuration not stated)
0.1	CCCCN(C(=O)c1cc2ccccc2o1)c1c(N)n(CCC)c(=O)[nH]c1=O
-2.3	CC1(C)CC(=O)C(N=Nc2cc3c(cc2[N+](=O)[O-])OCCO3)=C(O)C1
-1.0	CCc1ccc(CN2CCC(N3CCC(C(=O)N4CCCC4)CC3)CC2)o1
-0.8	COC(=O)c1cc(NS(=O)(=O)c2cccc(Cl)c2)ccc1N1CCOCC1
-0.8	Cc1cc([N+](=O)[O-])nn1CCCC(=O)NCc1ccccc1
-0.2	O=C(NC(n1ccc(=O)[nH]c1=O)C(Cl)(Cl)Cl)C12CC3CC(CC(C3)C1)C2 (configuration not stated)
-0.3	Cc1cc(N2CCOCC2)n2ncc(-c3ccccc3)c2n1
1.1	C[C@@H]1CN(S(=O)C(C)(C)C)[C@@H](CCO)/C1=C\c1ccccc1 (some centres not stated)
-4.0	COc1ccc(C(=O)NC2=Nc3ccccc3N=C(C)C2c2ccccc2)cc1 (configuration not stated)
-1.5	O=C(Nc1ccccc1OC(F)F)c1cc2c(s1)CCC2
2.1	O=C(c1cc(-c2ccc(O)cc2)on1)N1CCCC1
-1.6	Cc1ccc(N2C(=O)CC(N3CCSCC3)C2=O)c(C)c1 (configuration not stated)
-3.3	CCC/C(=N\NC(=O)c1cccc(C)c1)c1ccccc1
7.6	CC(C)NC(=S)N/N=C/c1sc(N2CCCCC2)nc1-c1cccs1
1.3	COC(=O)/C(C#N)=C/c1ccc(N2CCOCC2)c([N+](=O)[O-])c1
0.5	O=C(N/N=C/c1ccc(O)cc1)c1ccc(NC(=O)c2ccccc2Br)cc1
-1.0	O=C(O)C1CCC(CNCc2ccccc2Cl)CC1 (configuration not stated)

# New compounds follow
TTR transcr act	SMILES
0.7	Cc1nn(-c2ccccc2)nc1C(=O)NN
1.3	O=C(CSCC(=O)NN=Cc1ccccc1O)NN=Cc1ccccc1O
1.4	Nc1ncnc2c1ncn2[C@@H]1O[C@H](CCC(=O)NCc2ccccc2)[C@@H](O)[C@H]1O
0.5	O=C(OCCNc1nc(-c2ccccc2)nc2ccccc12)c1cccnc1
-1.6	CCOC(=O)C(=O)Nc1ccc(OCc2ccccc2)cc1
-1.3	O=C(Nc1ccccc1)C1CCN(C(=O)c2ccc([N+](=O)[O-])cc2)CC1
-1.5	Cc1ccc(S(=O)(=O)N(Cc2ccccc2)c2ccccc2C(=O)NCc2ccco2)cc1
-1.8	NC(=O)C1CCN(c2cc(Cl)ccc2[N+](=O)[O-])CC1
-3.3	CCCC(=O)Nc1sc2c(c1C#N)CCCC2
0.9	O=c1c2cc(-c3ccccc3)sc2ncn1-n1cccc1
1.5	CCOC(=O)CC(=O)CSc1nc2c(sc(=S)n2-c2ccc(OCC)cc2)c(=O)[nH]1
-1.4	Cc1c(CCO)c(=O)n(C)n1C(=O)c1ccc(F)cc1
-0.3	Cc1cccc(OCC(=O)Nc2nc(-c3ccncc3)cs2)c1
4.0	C=CCn1c(N)cc(=O)nc1SCC(=O)Nc1cccc2ccccc12
0.8	O=C(CSc1ccccc1)Nc1ccc(N2CCOCC2)cc1
0.1	O=C(COC(=O)/C=C/c1ccccc1Cl)NCCc1ccc(Cl)cc1Cl
4.7	CCOC(=O)C1CCN(c2c(NCCN3CCN(c4ccccc4)CC3)c(=O)c2=O)CC1

# Bioassay records from PubChem.
